# Bioassay records from PubChem.
# RPL19A TOR yeast – RPL19A-GFP expression modulators in yeast, primary screen, cell-based, S. cerevisiae, multiplex flow cytometry, MLPCN | S. cerevisiae RPL19A-GFP strain, 3 h; active compounds read low | percent response vs DMSO, % at 10 µM | hit rate 0.3% among 330,000 | AID 2025, 2009;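 active means percent response vs DMSO below 50%; inconclusive means fewer than 70 events counted for the yeast strain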;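 further: median channel GFP fluorescence of the barcoded RPL19A-GFP strain; ratio of sample median GFP to plate DMSO average so 100% = DMSO; lower means less RPL19A-GFP as with rapamycin TOR inhibition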
# AHR act – AHR activators, primary screen, cell-based, luminescence, luciferase reporter, human; AHR-responsive luciferase reporter cells; activation, % at 5 µM; hit rate 2.5% among 320,000; Aryl hydrocarbon receptor (Homo sapiens), P35869; in the data active means activation above about 47%;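 further: 0% = vehicle wells and 100% = reference agonist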
# procasp7 counter – procaspase-7 activators, primary screen, counter-screen for procaspase-3 activator project, biochemical, absorbance, HTS, human | Caspase-7 (Homo sapiens), P55210 | recombinant procaspase-7, Ac-DEVD-pNA absorbance 405 nm; D23A/D198A/D206A triple mutant, cannot self-cleave; scale: DMSO 0, 5 µM enzyme 100 | activation, % at 8.5 µM | hit rate 0.093% among 330,000 | AID 463210, 2010;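 active means percent activation above the screen-wide mean plus 3 SD, cut at about 25% in these data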
# Target sequence (P55210 whole entry D23A/D198A/D206A): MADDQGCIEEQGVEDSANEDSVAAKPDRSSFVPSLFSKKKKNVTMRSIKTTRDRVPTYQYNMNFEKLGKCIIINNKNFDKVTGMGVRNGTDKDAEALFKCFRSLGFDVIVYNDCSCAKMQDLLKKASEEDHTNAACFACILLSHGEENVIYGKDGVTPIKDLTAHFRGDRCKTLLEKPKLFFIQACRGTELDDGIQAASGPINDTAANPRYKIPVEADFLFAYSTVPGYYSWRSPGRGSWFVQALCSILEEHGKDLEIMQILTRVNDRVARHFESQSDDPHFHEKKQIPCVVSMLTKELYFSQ
#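 buffer or medium = Zinc-free HEPES/NaCl buffer, pH 7.4 | material = Procaspase-7 triple mutant (PC-7 D3A) | input = 2 µM procaspase-7 mutant as dispensed | signal = Epi-absorbance of released pNA at 405 nm, two timepoints | timing = 1 h preincubation, 2 h reaction | replicates = singlicate compound testing | evaluation = % activation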
# procasp3 activ – activators of human procaspase-3 D3A mutant, primary screen, biochemical, absorbance, PC-3 D3A mutant, single concentration | Caspase-3 (Homo sapiens), P42574 | recombinant procaspase-3 D3A, Ac-DEVD-pNA absorbance 405 nm | hit rate 0.11% among 330,000 | activation, % at 8.5 µM;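 active means activation above the mean of all tested compounds plus 3 SD, cut at about 21% in these data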;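 further: 0% = DMSO alone and 100% = DMSO wells spiked with extra 5 µM PC-3 D3A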
# Target sequence (P42574 whole entry D9A/D28A/D175A): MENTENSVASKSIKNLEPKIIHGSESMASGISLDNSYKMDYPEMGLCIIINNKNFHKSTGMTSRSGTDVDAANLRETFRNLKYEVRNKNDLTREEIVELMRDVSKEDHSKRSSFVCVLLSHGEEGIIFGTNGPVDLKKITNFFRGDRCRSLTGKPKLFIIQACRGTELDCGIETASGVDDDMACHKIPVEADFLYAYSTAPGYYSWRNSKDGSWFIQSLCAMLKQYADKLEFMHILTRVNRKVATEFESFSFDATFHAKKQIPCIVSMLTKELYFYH
#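 Assay system – Procaspase-3 D3A mutant · Benchmarks – DMSO low control, extra-enzyme high control · Technique – 405 nm absorbance of p-nitroaniline, reads at 0 and 120 min · Doses – 8.5 µM nominal · Measure – % activation between DMSO and enzyme-spiked controls · Also added – Ac-DEVD-pNA chromogenic peptide substrate · Schedule – 1 h compound preincubation, 2 h substrate hydrolysis at 25 °C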
# MEP2-GFP yeast – modulators of MEP2-GFP levels in yeast, primary screen, S. cerevisiae, multiplex flow cytometry, MLPCN library; AID 2016, 2009; hit rate 0.51% among 330,000; S. cerevisiae MEP2-GFP strain, 3 h; 100% = DMSO control level; GFP response vs DMSO, % at 10 µM;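 active means GFP response versus DMSO above a set limit, roughly screen mean plus 3 SD, cut at about 180% in these data; inconclusive means fewer than 70 cells counted for a yeast strain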;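 further: median GFP fluorescence of the barcode-gated MEP2-GFP cells per well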
# AGP1-GFP MLPCN – modulators of AGP1-GFP expression in yeast TOR pathway, primary screen, cell-based, multiplex flow cytometry, S. cerevisiae, MLPCN library | hit rate 0.02% among 320,000 | GFP response vs DMSO, % at 10 µM | AID 2066, 2009 | 3 h; GFP as percent of DMSO wells;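 active means GFP response relative to DMSO above a set limit, near screen average plus 3 SD, cut at about 150% in these data; inconclusive means fewer than 70 cells counted for the yeast strain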;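 further: median GFP channel fluorescence of the gated AGP1 strain per well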
# CIT2-GFP yeast – modulators of CIT2-GFP expression in yeast, primary screen, S. cerevisiae, GFP fusion, multiplex flow cytometry, MLPCN library; S. cerevisiae CIT2-GFP strain, 3 h; 100 means same as DMSO wells; GFP response vs DMSO, % at 10 µM; hit rate 0.065% among 320,000;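 active means GFP response relative to DMSO above a set limit, near the screen mean plus 3 SD, cut at about 150% in these data; inconclusive means Fewer than 70 cells measured for a yeast strain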;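 further: ratio of well median GFP fluorescence to mean of DMSO wells on the plate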
# LAP4 TOR yeast – modulators of LAP4-GFP expression in yeast, primary screen, S. cerevisiae, multiplex flow cytometry, MLPCN library; 3 h; median GFP as percent of DMSO wells; GFP response vs DMSO, % at 10 µM; hit rate 0.34% among 320,000; AID 2023, 2009;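 active means GFP response vs DMSO above a set limit, about the screen mean plus 3 SD, cut at about 150% in these data; inconclusive means under 70 cell events counted for the yeast strain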
# * hit, by the source's call; ? = inconclusive; . = not tested or not shown; [ ] = another dose, or the depositor's remark.
smiles,MEP2-GFP yeast,AGP1-GFP MLPCN,LAP4 TOR yeast,procasp7 counter,CIT2-GFP yeast,AHR act,procasp3 activ,RPL19A TOR yeast
O=C(Nc1ccc(Br)cn1)c1ccc2ccccc2c1,110.9,95.4,96.6,-4.9,98.8,47.8*,9.8,99.6
Cn1c(SCC(=O)NCC2COc3ccccc3O2)nnc1C(F)(F)F (stereo not drawn),96.7,100.5,89.6,13.5,103.8,-1.3,13.2,99.3
O=C(/C=C/c1ccc(Cl)cc1)NCc1ccncc1,106.1,100.5,95.0,10.2,101.4,2.5,11.4,99.7
COc1ccccc1N1C[C@@H]2C[C@@H](c3ccco3)N3CCC[C@@]23C1=O,96.9,93.2,94.9,-14.8,92.6,-0.9,1.4,94.0
CCOC(=O)c1c(-c2cccs2)csc1NC(=O)c1ccncc1,100.3,99.5,92.0,1.2,85.4,23.4,-1.7,97.5
COc1ccc(C)cc1N(CC(=O)Nc1ccc(S(=O)(=O)N2CCOCC2)cc1)S(C)(=O)=O,102.9,101.1,96.2,6.8,98.0,-2.4,-1.4,103.2
COc1cc(C(=O)OCC(=O)N2CCCCCC2)c([N+](=O)[O-])cc1OC,97.0,102.5,99.9,4.1,103.0,0.1,6.2,98.8
OCCCc1nc2ccccc2n1CCc1ccccc1,104.8,109.0,109.6,-0.1,97.8,4.3,-6.0,102.4
CCOc1cc(C(=O)NCC(=O)N2CCC3(CC2)NCCc2[nH]cnc23)cc(OCC)c1OCC,101.8,101.7,95.9,-7.9,102.5,-0.1,1.6,100.4
CC(=O)N1CCN(c2ccc(NC(=O)c3ccco3)cc2)CC1,104.0,90.0,93.8,9.3,95.8,8.3,0.8,90.5
CCNC(=O)c1sc(-c2ccccc2)nc1C,110.7,109.7,112.0,-0.7,107.4,-4.8,5.9,102.6
Cc1ccc(C2NC(=S)NC3=C2C(=O)CCC3)cc1 (stereo not drawn),108.5,105.7,100.3,-4.6,98.1,-4.2,-2.7,112.5
O=C(Nc1cccc(C(=O)O)c1)/C(=C/c1ccc2c(c1)OCO2)NC(=O)c1cccc(Br)c1,106.8,110.0,103.3,-2.5,103.2,-1.2,-0.3,100.5
CC(C)[C@H](NC(N)=O)C(=O)Nc1cccc(S(=O)(=O)N2CCOCC2)c1,94.5,104.3,111.0,0.9,100.4,5.7,-4.0,98.7
O=C(CCn1c(=O)c2ccccc2n(CC(=O)N2CCN(c3ccccc3)CC2)c1=O)NCc1ccco1,100.4,105.6,105.8,-0.9,103.7,-0.2,-2.7,96.0
O=C(Nc1nc2ccccc2[nH]1)NC1CCCCC1,85.8,103.3,100.5,-7.0,110.9,0.4,3.5,93.9
CC(=O)c1ccc(S(=O)(=O)N2CCCc3ccccc32)cc1,107.8,139.8,99.7,1.1,94.6,4.8,9.3,102.5
CC1=CSC2=NS(=O)(=O)CCN12,104.0,108.0,108.7,8.5,114.2,-0.5,3.0,99.0
C=CCN1C(=O)CN=C1Nc1ccc(OC)cc1OC,96.3,95.7,95.2,6.5,95.8,2.9,3.4,90.2
c1cncc(-c2ccc3ncnc(NCc4ccc5c(c4)OCO5)c3c2)c1,102.1,91.2,108.4,-2.3,97.4,32.5,-7.8,94.7
COc1ccc(NC(=O)CN(C)C(=O)c2cc3c(s2)CCC3)cc1,100.0,98.0,109.0,-7.2,89.1,0.6,14.4,93.8
CCCn1c(=O)c2ccccc2n2c(SCCOc3ccccc3)nnc12,101.0,107.3,98.9,14.6,97.3,-1.9,3.4,99.2
C/C(=N\Nc1ccc(F)cc1)c1ccc(N2CCOCC2)c(F)c1,102.9,102.2,104.7,-0.7,105.4,15.8,-5.5,100.3
O=C(C[n+]1cccc(CNC(=O)c2ccc(OC(F)F)cc2)c1)Nc1cc(C(F)(F)F)ccc1Cl,92.8,117.7,102.2,3.0,90.6,0.0,-2.4,94.7
O=Nc1[nH]c(=O)c(/C=C(\O)c2ccccc2)nc1NO,110.2,97.8,91.3,.,102.2,.,.,108.5
Cc1ccc2nc(NCCCO)nc(-c3ccccc3)c2c1,97.8,95.0,100.0,-0.7,100.8,9.8,-4.0,95.7
O=C(CSc1nc2ccc(NC(=O)CSc3nnnn3-c3ccccc3)cc2s1)Nc1ccccc1,103.5,99.8,103.8,-0.9,96.4,16.2,6.2,106.0
Cc1nc(N2CCN(c3ccccn3)CC2)c2c(C)c(C(=O)N3CCN(c4ccccc4F)CC3)sc2n1,167.2[may fluoresce violet],22.5[may fluoresce violet],94.5[may fluoresce violet],-3.4,?,4.6,8.3,66.6[may fluoresce violet]
CCOC(=O)c1c(C)nc(C)c(C(=O)OCC)c1-c1cccnc1,105.6,104.2,108.6,5.8,104.7,0.4,8.9,106.4
O=S(=O)(NC1CCCCC1)c1ccc(S(=O)(=O)N2CCN3CCCC3C2)cc1 (stereo not drawn),103.4,107.5,94.6,9.2,107.5,-0.6,37.2*,100.4
CCOc1ccc(C(=O)n2cc(C(=O)OC)c3ccccc32)cc1,98.3,101.5,84.7,8.7,108.8,-1.0,-2.1,108.0
Cc1ccc(N2CN=c3s/c(=C\c4ccccn4)c(=O)n3C2)cc1,97.4,97.1,105.6,8.3,77.4,-3.9,1.7,102.0
O=C(CNc1cccc(S(=O)(=O)N2CCCC2)c1)Nc1cccc(Br)c1,95.6,105.9,99.6,4.6,92.6,8.0,7.0,96.9
O=C(CSc1ccc2c(c1)OCCO2)NC(=O)Cc1ccccc1,100.9,98.3,105.7,9.3,88.3,1.2,-3.2,97.7
CCOC(=O)C1CCN(C(=O)NC23CC4CC(CC(C4)C2)C3)CC1,105.7,103.2,101.9,7.0,92.6,-2.0,-5.3,106.1
CCOC(=O)C1=C(O)/C(=C\c2sccc2C)N=C1C,94.9,93.5,88.0,5.2,96.8,1.5,-11.2,99.8
O=C(C[n+]1ccccc1)Nc1ccc(Cl)c([N+](=O)[O-])c1,95.9,96.1,96.1,-5.4,93.6,0.4,4.4,98.4
Cc1nc2ccccc2n1C(=O)c1ccccc1[N+](=O)[O-],94.4,79.9,93.2,2.6,99.0,15.5,-3.2,99.2
N#Cc1ccc(-c2nnnn2-c2ccc3c(c2)OCO3)cc1,97.4,99.5,91.3,11.3,.,4.1,10.4,102.0
CCCc1cc(=O)oc2cc(C)cc(OCC(=O)N3CCC(C(=O)O)CC3)c12,101.8,98.0,100.9,2.1,91.8,0.4,4.7,97.5
CN(CC(=O)Nc1ccccc1Cl)C(=O)CSc1nncn1C,105.0,106.5,101.3,10.2,99.9,4.4,-5.7,99.3
COC(=O)c1cc(-c2ccc(F)cc2)n(-c2ccccc2)n1,105.4,90.5,94.2,4.9,102.6,2.5,-3.4,104.0
Cc1ccc(NC(=O)CCNC(=O)c2ccc(Br)cc2)nc1,102.2,95.9,87.0,-4.9,101.0,-2.0,1.6,103.3
CSc1ccccc1C(=O)N1CCOCC1,92.8,89.5,89.8,-5.9,89.7,-0.1,-5.1,90.2
Cc1ccc(C(=O)CCC(=O)CCC(=O)O)cc1,100.5,98.8,101.2,-4.8,101.7,1.5,0.6,97.9
CCC(=O)c1cn(CC(=O)Nc2ccccc2Cl)c2ccccc12,107.4,95.8,98.3,-11.4,98.6,8.4,-5.9,106.0
Cc1cnnc2c1-c1nonc1CC2,101.4,100.5,100.8,6.2,110.8,4.5,-2.0,98.4
N#CC1=C(SCC(N)=O)NC(=O)CC1c1ccccc1Cl (stereo not drawn),92.1,107.5,98.8,9.9,100.7,-1.1,-2.6,107.2
O=C(Nc1ccc(Cl)cc1)c1cc2nc(-c3ccco3)cc(C(F)(F)F)n2n1,103.0,102.0,103.3,20.3,99.2,1.1,1.9,98.9
CN(CC(=O)Nc1ccc(F)cc1)C(=O)CSc1nccn1C,88.1,94.3,91.9,1.7,87.4,-3.4,4.7,89.0
Cc1ccc(C)c(S(=O)(=O)NCCCN2CCOCC2)c1,109.5,104.1,92.9,7.5,90.4,1.2,9.2,102.7
Cc1cccc(NC(=S)NCc2ccc3c(c2)OCO3)c1,111.5,94.7,90.4,-1.4,95.5,4.4,8.0,98.0
CCc1cc(=O)oc2c(C)c(OC(C)C(=O)N3CCC[C@@H]3C(=O)O)ccc12 (stereo partly drawn),109.4,106.4,104.5,8.3,111.1,-0.8,10.5,101.2
Cc1ccc(C(=O)CCNc2ccc(F)c(Cl)c2)o1,97.4,92.2,105.2,0.0,93.7,7.0,0.4,97.6
Cc1ccc(Cn2nnnc2CN2CCC(O)(c3cccnc3)CC2)cc1,105.7,109.6,109.1,12.3,102.4,1.1,2.8,102.3
CC(C)C(=O)NNC(=O)c1csc(-c2cccs2)n1,90.8,97.4,97.7,9.7,86.1,8.4,-2.7,93.5

# Additional compounds follow.
smiles,MEP2-GFP yeast,AGP1-GFP MLPCN,LAP4 TOR yeast,procasp7 counter,CIT2-GFP yeast,AHR act,procasp3 activ,RPL19A TOR yeast
O=C(Nc1ccc2oc(-c3ccncc3)nc2c1)c1cccs1,85.4,85.3,85.9,5.9,86.0,-8.7,-1.8,91.0
Cc1cccc(N=C2NC(=O)CS2)c1,100.9,100.8,99.3,14.4,94.9,-0.1,5.8,97.6
CC(C)(C)c1ccc(NC(=O)COC(=O)c2ccc(CN3CCCC3=O)cc2)cc1,99.5,102.7,98.1,-0.7,101.2,1.4,7.5,100.3
CC(C)CCN1CCN(C2CCN(c3ccccc3)CC2)CC1CCO (stereo not drawn),99.7,94.6,87.7,7.4,98.2,-0.9,2.2,98.9
CC(C)Nc1nc(SC(C)C(=O)Nc2ccccc2)nc(N(C)C)n1 (stereo not drawn),98.7,92.8,94.3,9.0,91.8,3.7,8.5,93.1
O=C1CCc2cc(S(=O)(=O)Nc3ccc(C(F)(F)F)cc3)cc3c2N1CC3,102.1,109.5,101.6,-3.5,106.0,-2.3,-8.4,98.7
c1ccc(CCC2=NCCn3cccc32)cc1,97.7,95.5,100.3,-3.0,93.4,5.5,-10.6,96.9
CCCCC(CC)CNC(=O)CCCCn1c(=O)[nH]c2ccsc2c1=O (stereo not drawn),102.5,102.5,102.7,-6.7,96.3,-0.7,4.0,97.0

# Compounds were not picked by outcome (roughly 3.5% active in at least one column).
